TEAD-YAP inh: TEAD-YAP interaction inhibition. HEK-TIYL cells, TEAD-Gal4/YAP UAS-luciferase luminescence. inhibition, % at 9.12 µM. hit rate 1.4% among 640,000; in the data active = inhibition above about 32%;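 also: 0% = median of test compound wells and 100% = reference inhibitor wells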
MITF inh: blocks human microphthalmia-associated transcription factor. inhibition, % at 2.6 µM. AID 1259374. hit rate 0.91% among 650,000. AlphaScreen MITF homodimerization, bead proximity signal; in the data active = inhibition above about 50%;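 also: 0% = vehicle wells with protein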
Target sequence (O75030 whole entry, looked up): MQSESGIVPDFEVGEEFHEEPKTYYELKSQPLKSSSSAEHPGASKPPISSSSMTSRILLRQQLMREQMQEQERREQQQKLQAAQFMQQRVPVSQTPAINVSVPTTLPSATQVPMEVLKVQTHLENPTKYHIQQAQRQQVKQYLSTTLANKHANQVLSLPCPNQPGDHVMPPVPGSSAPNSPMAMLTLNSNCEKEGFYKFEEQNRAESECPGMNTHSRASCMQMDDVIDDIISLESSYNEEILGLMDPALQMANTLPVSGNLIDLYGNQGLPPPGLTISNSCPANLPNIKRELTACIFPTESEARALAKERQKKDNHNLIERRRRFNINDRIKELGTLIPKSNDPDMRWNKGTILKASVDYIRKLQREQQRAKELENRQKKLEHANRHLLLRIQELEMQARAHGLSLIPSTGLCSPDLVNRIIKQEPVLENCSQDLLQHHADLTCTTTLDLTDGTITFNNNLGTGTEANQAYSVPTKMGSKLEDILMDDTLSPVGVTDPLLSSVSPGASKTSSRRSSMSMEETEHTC
FBW7 act: human FBW7 E3 ligase activation, primary screen. hit rate 0.13% among 650,000. Q969H0. AlphaScreen FBW7–phospho-cyclin E peptide binding, activator screen. AID 1259310. normalized activity (activation), % at 26.1 µM; in the data active = normalized activity above about 1.9%;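 also: purified mutant Fbw7 with reduced substrate affinity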
GPR151 ag: activates the human receptor GPR151; PathHunter beta-arrestin GPR151 cells, luminescence; Q8TDV0; activation, % at 11.2 µM; hit rate 1% among 650,000; in the data active = activation above about 4.9%;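 also: 0% = median of compound wells and 100% = cells with positive control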
Target sequence (Q8TDV0 whole entry, looked up): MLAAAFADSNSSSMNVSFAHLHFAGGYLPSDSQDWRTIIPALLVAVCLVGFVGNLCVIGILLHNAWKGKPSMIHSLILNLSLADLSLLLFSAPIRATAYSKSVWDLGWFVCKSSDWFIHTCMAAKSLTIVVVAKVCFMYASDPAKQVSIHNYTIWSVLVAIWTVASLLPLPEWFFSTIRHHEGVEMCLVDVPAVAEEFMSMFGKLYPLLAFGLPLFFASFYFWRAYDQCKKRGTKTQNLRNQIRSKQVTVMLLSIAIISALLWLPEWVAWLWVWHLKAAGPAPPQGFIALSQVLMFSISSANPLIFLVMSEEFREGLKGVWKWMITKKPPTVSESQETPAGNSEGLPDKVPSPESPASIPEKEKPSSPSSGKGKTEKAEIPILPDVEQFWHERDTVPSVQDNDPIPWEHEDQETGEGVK
An asterisk follows results filed as active; . = not tested or not shown.

Structure | TEAD-YAP inh | MITF inh | FBW7 act | GPR151 ag
O=C1CCCC2=C1C(c1ccc(Br)cc1)n1nc(-c3ccco3)nc1N2 (stereo not drawn) | 3.8 | 14.2 | 0.0 | -0.7
Cc1cccc(N2C(=O)c3ccc(Oc4ccc(NC(=O)CCSc5ccc(Cl)cc5)cc4)cc3C2=O)c1 | 3.6 | 10.4 | -0.1 | -2.3
CCOC(=O)c1c(C)oc2c1c(/C=N/c1ccccn1)c(O)c1ccccc12 | 14.6 | 4.4 | 0.0 | 0.0
O=C(c1cc(Cc2ccccc2)no1)N1CCC(c2ccccc2F)C1 (stereo not drawn) | -46.9 | -16.0 | -0.1 | 2.9
Nc1ccc(C(=O)NCCCCCCCNC(=O)c2ccc(N)cc2)cc1 | 0.0 | -7.7 | -0.1 | 1.5
CN(C)c1nc2c(=O)[nH]c(N)nc2n1[C@@H]1OC(CO)C(O)C1O (stereo partly drawn) | -0.7 | -2.3 | -0.1 | 3.0
CCOC(=O)c1c(NC(=O)CSc2nnc(CNC(=O)Cc3ccc(OC)cc3)n2-c2cccc(Cl)c2)sc2c1CCC2 | -4.6 | 0.2 | -0.1 | 1.7
CCCCc1ccc(NC(=O)c2ccc(Cl)cc2)cc1 | 1.7 | 42.0 | -0.1 | 1.1
COc1ccc(S(=O)(=O)N2CCN(c3ccccc3F)CC2)cc1[N+](=O)[O-] | 19.9 | 10.7 | -0.3 | 0.6
COc1cccc(C2Nc3ccccc3-c3nnc(SC)nc3O2)c1OCc1ccccc1 (stereo not drawn) | -6.2 | -13.0 | -0.1 | 0.0
COC(=O)C(Cc1ccccc1)NC(=O)/C=C/c1cccs1 (stereo not drawn) | 4.8 | 2.1 | 0.0 | -0.3
CC(CCc1ccccc1)NC(=O)CNC(=S)N(Cc1cccs1)C1CCCCC1 (stereo not drawn) | 6.4 | 8.7 | 0.1 | 0.3
Cc1ccc2c(c1)c(C)cc(=O)n2CC(=O)O | -6.6 | -69.6 | 0.2 | 1.5
O=C(C(=O)N1CCC(CO)(Cc2cccc(F)c2)CC1)c1ccccc1 | 0.6 | 6.4 | 0.0 | -0.1
Cc1nn(C)c(C)c1S(=O)(=O)N1CCC(C(=O)NC(C)c2ccccc2)CC1 (stereo not drawn) | 9.3 | 7.7 | 0.6 | -0.5
CCOC(=O)CSc1ncnc2c1c(-c1ccccc1)cn2-c1cccc(F)c1 | -8.1 | 13.6 | 0.0 | -1.2
CCOC(=O)c1c(NC(=O)CSc2nnc(CNC(=O)COc3ccc(Cl)cc3)n2Cc2ccccc2)sc2c1CCCC2 | -3.1 | -2.6 | 0.0 | 1.2
CCC1CCCCN1C(=O)Cn1c(=O)oc2cc(S(=O)(=O)N3CCOCC3)ccc21 (stereo not drawn) | 5.7 | 24.9 | 0.3 | -0.5
CCOC(=O)c1cc(C#N)c(SCC(=O)Nc2ccc(C(C)=O)cc2)[nH]c1=O | -9.5 | 15.3 | 0.0 | -0.7
Cc1noc(C)c1-c1nc(NCCCN2CCCC2=O)c2ncn(-c3ccccc3)c2n1 | 5.7 | -4.3 | 0.2 | 1.7
COC(=O)C1Sc2[nH]c(=O)sc2C(c2cccc([N+](=O)[O-])c2)C1C(=O)OC (stereo not drawn) | -8.6 | 16.2 | 0.4 | 0.3
CCOC(=O)CC(=O)CSc1nc2sc(C(=O)OCC)c(C)c2c(=O)n1Cc1cccc(Br)c1 | -3.7 | -4.9 | -0.1 | 1.4
COCCN1CCN(C2CCc3c(sc4ncn(Cc5ccccc5)c(=O)c34)C2)CC1 (stereo not drawn) | -1.9 | -1.9 | -0.1 | -0.1
O=C(Nc1ccc(Cl)cc1F)c1cc(S(=O)(=O)N2CCN(c3ccccn3)CC2)ccc1F | 11.7 | 15.3 | -0.1 | -4.0
CCOC(=O)c1c(Cn2cnnn2)n(-c2ccccc2)c2cc(Br)c(OC)cc12 | -1.1 | -18.4 | 0.0 | -0.9
COc1ccc(S(=O)(=O)NC(CC(=O)NCc2ccc3c(c2)OCO3)C(C)C)cc1 (stereo not drawn) | -13.2 | -3.1 | -0.1 | -0.8
CN(C)CCCCOc1ccc([N+](=O)[O-])cc1 | 4.8 | 76.9* | 0.1 | 1.2
CCC1CCCCN1C(=O)CSc1nc2ccccc2[nH]1 (stereo not drawn) | -15.3 | -0.9 | -0.1 | -1.1
CC1=C(C(=O)N2CCCCC2)C(c2cccc(F)c2)C2=C(CC(C)(C)CC2=O)N1 (stereo not drawn) | 12.1 | 2.7 | 0.3 | -0.2
CC(C)CN1CCN(Cc2nc3ccccc3[nH]2)CC1CCO (stereo not drawn) | -3.6 | 6.8 | 0.0 | -0.2
Oc1oc(-c2cccc3ccccc23)nc1C=Nc1ccc(Cl)cc1 | -5.0 | 3.8 | 0.0 | -0.7
N=c1sc2c(n1CC(=O)c1ccccc1)CCCC2 | 91.0* | -9.9 | 0.2 | -11.0
CCC(C)c1ccc2oc(-c3ccc(NC(=O)c4ccc(OC)c(OC)c4)cc3)nc2c1 (stereo not drawn) | -2.6 | 1.5 | 0.0 | 1.2
COC(=O)c1cc2nc(-c3ccc(Br)cc3)cc(C(F)(F)F)n2n1 | -4.1 | 8.1 | -0.1 | -0.3
C/C(=N\NC(=O)c1ccccc1F)c1ccc(/C(C)=N/NC(=O)c2ccccc2F)cc1 | -28.3 | 29.5 | 0.0 | -0.2
N#CC1=C(NC(=S)NC(=O)c2ccccc2)c2ccccc2CC12CCCCC2 | -0.3 | -3.8 | -0.2 | 0.9
Cc1nc(N2CCC(C(N)=O)CC2)c2c3c(sc2n1)CCCC3 | -4.4 | 3.0 | -0.1 | -0.4
COc1ccc2nc(NCCCNC(=S)NCCCN3CCOCC3)c(C#N)cc2c1 | 6.2 | 7.5 | -0.1 | 3.1
O=C(NCCc1ccccc1)c1ccccc1NS(=O)(=O)c1cccc([N+](=O)[O-])c1 | -27.2 | 12.7 | 0.3 | 0.1
COc1ccc(-c2csc(C(=O)N3CCCCC3)c2)cc1 | -85.5 | -2.6 | 0.1 | -2.3

Rewritten with two lines to a compound: 3 of the compounds above.
Results follow in this order: TEAD-YAP inh | MITF inh | FBW7 act | GPR151 ag
> CCC(C)c1ccc2oc(-c3ccc(NC(=O)c4ccc(OC)c(OC)c4)cc3)nc2c1 (stereo not drawn)
→ -2.6 | 1.5 | 0.0 | 1.2
> COc1ccc2nc(NCCCNC(=S)NCCCN3CCOCC3)c(C#N)cc2c1
→ 6.2 | 7.5 | -0.1 | 3.1
> Oc1oc(-c2cccc3ccccc23)nc1C=Nc1ccc(Cl)cc1
→ -5.0 | 3.8 | 0.0 | -0.7

More structures.
Structure | TEAD-YAP inh | MITF inh | FBW7 act | GPR151 ag
O=C(Nc1ccccc1OC(F)F)c1cc([N+](=O)[O-])ccc1N1CCOCC1 | 11.2 | -1.7 | 0.1 | 0.8
CCN1C(=O)NC(c2ccccc2Cl)C(C(=O)OCCc2ccccc2)=C1C (stereo not drawn) | 4.8 | 16.4 | -0.2 | 3.0
Cc1ccc(OCC(=O)Nc2sc3c(c2C(N)=O)CCC3)c(C)c1 | -4.4 | -4.9 | -0.2 | -1.0
COc1ccc(NC(=O)CSc2nc(-c3ccccc3)c(C#N)c(=O)[nH]2)cc1 | 19.9 | 11.5 | 0.2 | 1.3
CN(C)c1nc(N/N=C/c2ccc(Cl)c([N+](=O)[O-])c2)nc(Nc2ccc(F)cc2)n1 | 11.4 | 9.6 | -0.3 | 0.7
COc1ccc2cc(C3CC(c4ccc(C)cc4)=NN3S(C)(=O)=O)c(Cl)nc2c1 (stereo not drawn) | -9.2 | 1.1 | -0.3 | -0.7
OCCC1CN(CC2CC2)CCN1Cc1ccc(F)cc1 (stereo not drawn) | 2.3 | 6.5 | 0.0 | -0.4
Clc1ccccc1CSc1nc2ccccc2o1 | -54.4 | 0.1 | 0.0 | -1.2
COc1ccc2c(c1)C(=O)C(OC(=O)Nc1ccc(OC(F)F)cc1)[C@@H](c1ccc(OC)c(Br)c1)O2 (stereo partly drawn) | . | 19.5 | 0.1 | -1.2
CC(C(=O)OCC(=O)Nc1cc([N+](=O)[O-])ccc1F)N1C(=O)c2ccccc2C1=O (stereo not drawn) | 3.4 | 8.1 | 0.0 | -0.2
O=C1CC[C@@H]2CN(Cc3ccccc3)CC[C@@H]2N1Cc1ccccc1 | -3.1 | 11.5 | -0.1 | -0.8
Cc1cc(NC(=O)CSc2ccc(F)cc2)no1 | -6.9 | 9.3 | 0.3 | 0.0
CCN(CC)C(=O)c1cc(-c2ccc(C)cc2)on1 | -41.4 | 8.1 | 0.1 | -0.6
Cc1nc2ccccn2c1C(=O)N1CCCC(C)C1 (stereo not drawn) | -8.8 | 0.2 | -0.2 | 1.4
COc1ccc(S(=O)(=O)Nc2ccc(Br)cc2)cc1N | -8.6 | -2.4 | -0.2 | 3.7
CC(C(=O)NCC1(c2ccccc2)CCCC1)N1CCCCC1 (stereo not drawn) | -2.2 | 4.4 | 0.1 | 0.8
CCN(CC)c1ccc(C(=O)c2cnc(/N=C/N(C)C)s2)cc1 | -41.7 | -0.5 | -0.1 | 0.1
CCSc1nnc(NC(=O)c2cc(-c3ccc(OC)cc3)nc3ccccc23)s1 | -21.2 | -3.9 | 0.0 | 0.1
COc1cccc(CC2(CO)CCCN(Cc3cnc(SC)nc3)C2)c1 (stereo not drawn) | -8.1 | -6.4 | -0.1 | -1.2
CCOc1ccc(NC(=O)c2cnn3cccnc23)cc1 | 26.3 | -18.3 | 0.0 | -7.6
COCCCNC(=O)CN1N=C(c2ccccc2)CCC1=O | 7.0 | -3.8 | -0.1 | -0.2
CCOc1cc(C2C(C(=O)OCCSCC)=C(C)NC3=C2C(=O)CC(c2cccs2)C3)ccc1O (stereo not drawn) | 5.2 | -10.8 | -0.2 | -0.9
O=C(COc1ccc(F)cc1F)NNC(=S)NCCc1ccccc1 | 10.1 | 19.5 | -0.1 | -0.3
CCCn1c(NCc2ccccc2OC)nc2ccccc21 | -9.7 | -6.5 | -0.4 | -0.1
CCN1CCN(C(=O)C2CCN(c3nnc(-n4c(C)ccc4C)s3)CC2)CC1 | 3.3 | 7.0 | 0.1 | 0.8
C=C(C)CSc1n[nH]c(=O)[nH]c1=O | 4.1 | 12.7 | 0.0 | 1.7
COC(=O)c1ccc2c(=O)n(Cc3ccc4c(c3)OCO4)c(SCC(=O)N3CCCC3)nc2c1 | 5.4 | -0.5 | 0.0 | -0.4
COc1ccc(CCNC(=O)CN(c2cc(C)ccc2OC)S(C)(=O)=O)cc1 | -1.5 | 10.9 | 0.0 | -0.9
CSc1c(CC(=O)NCCO)n(C)c2ccccc12 | 0.9 | -9.1 | -0.1 | -0.2
CCN1CCc2c(OCC(=O)Nc3cccc(C)c3C)cccc2C1=O | 10.4 | 0.9 | -0.1 | 2.7
Cc1ccc(SCC(=O)Nc2nnc(-c3ccccc3Cl)o2)cc1 | -7.4 | -9.2 | 0.0 | -0.7
Cc1cccc(OCC(=O)Nc2ccc(Cl)c(-c3nc4cc(C)ccc4o3)c2)c1 | -10.9 | -3.7 | -0.1 | 2.1
Cn1nccc1C(=O)NNC(=S)NC(=O)c1cccnc1 | -4.9 | 3.9 | 0.0 | 1.7
CCOc1cc(C)c(Cl)cc1S(=O)(=O)N1CCCC1 | 4.6 | -1.2 | -0.1 | 0.4
CC(NC(=O)C(=O)c1c[nH]c2ccccc12)c1ccccc1 (stereo not drawn) | -19.2 | 1.1 | 0.0 | -0.7
Cc1nc2ccccc2n1S(=O)(=O)c1ccc(S(=O)(=O)N2CCCCC2)cc1 | -5.4 | -6.6 | -0.2 | 0.3
CC1CCCCC1NC(=O)CN1CCC(O)(c2ccc(F)cc2)CC1 (stereo not drawn) | -3.5 | 7.5 | 0.5 | -0.6
O=C(C(c1ccccc1)c1ccccc1)N1CCNCC1 | -3.1 | -3.7 | -0.2 | -0.5
Cc1ccc(CN2CCN3C(=O)[C@H]([C@@H](C)O)NC(=O)[C@H]3C2)cc1C | -0.9 | 1.2 | 0.0 | -0.7
COc1ccc(/C=N/Nc2cn[nH]c(=O)c2Cl)cc1 | -34.7 | 2.5 | 0.1 | -1.5
COc1ccc(-n2nc(C(=O)N(C)C3CCCCC3)c3ccccc3c2=O)cc1 | -5.1 | 2.9 | 0.0 | -0.7
O=C(CSc1nnc(-c2ccccc2O)n1-c1ccccc1)N1CCCC1 | 0.2 | -3.1 | -0.1 | -1.6
Cc1cccc(-n2ncc3c(N4CCN(c5ccc(F)cc5)CC4)ncnc32)c1 | -2.2 | 1.2 | 0.0 | -1.3
O=C(CC1C(=O)NCCN1Cc1ccoc1)NCCCOc1cccnc1 (stereo not drawn) | 13.4 | 7.1 | 0.2 | 0.3
COc1cccc(C(=O)NCC2CCN(c3nc(C)cc(C)n3)CC2)c1 | -1.3 | -8.3 | -0.1 | -1.2
CCOc1cccc(C(=O)NC(=S)Nc2ccc([N+](=O)[O-])cc2)c1 | 2.2 | -4.5 | 0.0 | 0.4
N#Cc1ccc(NC(=O)c2cccc(Br)c2)cc1 | -11.1 | 3.1 | 0.0 | -1.7
CCOC(=O)C1C(=O)C(C(C)=O)C(=O)CC1CC(C)SCC (stereo not drawn) | 2.0 | 13.9 | -0.4 | -1.0
Cc1nn(C)c(C)c1-c1cncc(C(=O)NC2CC2)c1 | -4.3 | 2.8 | 0.1 | -1.2
